Insulin prom up – MIN6 insulin promoter up-regulation. 190,000 compounds, 0.3% hits. MIN6 insulin promoter-GFP reporter, high-content imaging; active compounds read high. z-score at 5 µM. AID 1625;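 active means z-score above 3 at 5 µM with at least 500 cells counted in the well; inconclusive means wells under 500 cells, flagged as cytotoxic or low count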
MT stabilize HCS – microtubule stabilization, imaging screen; HeLa tubulin immunostaining HCS, 24 h; share of cells brighter than vehicle mean+2SD; % tubulin-high responders, % at 10 µM; 200,000 compounds, 0.83% hits; AID 2205;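 active means plate Z-score above 3 for both tubulin-high and condensed-nucleus cell shares, with cell loss under 80%, at 10 µM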;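 further: anti alpha tubulin signal scored within the nucleus-defined area of each cell; some results filed as inactive read as strong as hits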
PMI inhibitors – inhibitors of human PMI, primary screen, biochemical, fluorescence intensity, coupled assay (AID 1209). inhibition, % at 20 µM, or IC50 in µM where a hit was titrated. 190,000 compounds, 0.42% hits. purified PMI enzyme, coupled fluorescence intensity; higher % means a stronger effect;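 further: plate controls were DMSO vehicle for no effect and wells lacking substrate for full effect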
WT yeast gro inh – growth inhibition of WT yeast, mitochondrial fusion screen; inhibition, % at 10 µM; 190,000 compounds, 2.1% hits; mitochondrial fusion phenotypic screen, WT strain; in the data active means inhibition above about 58%; tested in S. cerevisiae
Yfh1-depleted yeast – mitochondrial function rescue without frataxin homolog – Friedreich's ataxia, plus single-dose screen, dose response (AID 1465); S. cerevisiae Yfh1-off respiration, WST-1 reduction, 72 h; higher fold induction means a stronger effect; one-dose fold induction at 50 µM; EC50 in µM for titrated hits; 220,000 compounds, 0.074% hits;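 active means fold induction of absorbance versus untreated yeast above a set limit, then at least 30% activation at any dose in follow-up; inconclusive means repeats straddling the limit, or above it without dose testing; inactive means fold induction below the set limit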;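 further: activators that raise dye reduction in frataxin-depleted yeast; strong numbers were not always called active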
PMI inhibition – human PMI inhibitors, high substrate, primary screen, biochemical, fluorescence intensity, high mannose 6-phosphate (AID 1220); recombinant PMI enzyme, coupled fluorescence intensity; higher % means a stronger effect; 190,000 compounds, 0.66% hits; one-dose inhibition, % at 20 µM; IC50 in µM for titrated hits
Dynein transport – dynein cargo transport inhibition | 3617.4 mouse cells, GR-EGFP nuclear translocation imaging; test concentration mostly 20 µM; stimulated with dexamethasone, 1 µM; active compounds read low | z-score, hits read low | 220,000 compounds, 0.47% hits | AID 1381;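 active means plate z-score of nuclear minus cytoplasmic receptor signal below a set negative limit, without overly bright fluorescence or cell loss, cut at about -3.5 in these data, passing the limit was not always enough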;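 further: z-score of nuclear minus cytoplasmic ring GR-EGFP intensity difference per well; some compounds called inactive have numbers as strong as hits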
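Buffer or medium: tet-free, stripped-serum medium; reagent: dexamethasone at 1.0 µM final, 30 min; incubation: 48 h induction, 1 h compound, 30 min dex at 37 °C; measured by: formaldehyde fixation, Hoechst nuclear stain, 10x automated fluorescence imaging; read-out: nuclear-to-cytoplasmic GR-EGFP distribution per well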
bCat nuc transl – beta-catenin nuclear translocation modulation. HeLa beta-catenin nuclear translocation, immunofluorescence imaging. nuclear translocation activity, % at 5 µM. 190,000 compounds, 0.3% hits. AID 1665;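 active means nuclear translocation activity above 50% at 5 µM, with a well cell count of 50 or more; inconclusive means wells under 50 cells across six images, flagged as toxic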;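 further: per-cell ratio of nuclear to cytoplasmic median beta-catenin stain intensity; plate controls were DMSO negative control for no effect and GSK-3 inhibitor IX positive control for full effect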
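assay system = human HeLa cells, endogenous beta-catenin | times = compound treatment 24 h, 37°C, 5% CO2 | detection = Anti-beta-catenin immunofluorescence on PFA-fixed, Triton-permeabilized cells, DAPI nuclei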
Autophagy mod – autophagy modulation, high-content screen; MEF GFP-LC3 puncta imaging; test concentration mostly 10 µM; calls only at 10 µM (by protocol); 190,000 compounds, 0.98% hits;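 active means percentage of spot-positive cells more than 3 SD above its plate mean, without a fluorescence outlier flag or 80% toxicity; inconclusive means no clear call, values can overlap the other calls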;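 further: spot-positive cell cutoff set from DMSO-treated cells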
WT yeast gro inh mutant strain – second read-out of WT yeast gro inh, no call of its own (marks repeat the call); inhibition, %; mitochondrial fusion phenotypic screen, mutant strain inhibition
Dynein transport cytoplasmic EGFP – recorded beside Dynein transport, whose call it bears; z-score; measured here: cytoplasmic GR-EGFP intensity; active compounds read high
Dynein transport nuclear GR-EGFP – further read-out of Dynein transport, marked with its call; z-score; measured here: nuclear GR-EGFP intensity;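 lower value marks the stronger effect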
Dynein transport cell count – also measured in Dynein transport; calls as there; z-score; measured here: cell count per field
Insulin prom up cell count – also measured in Insulin prom up; calls as there; cell count; measured here: cytotoxicity, nuclei count;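 total cells summed across four imaged fields per well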
bCat nuc transl cell count 5 µM – further read-out of bCat nuc transl, marked with its call; cell count; measured here: cell count, cytotoxicity flag
MT stabilize HCS Hoechst-high % – also measured in MT stabilize HCS; calls as there; % Hoechst-high responders; measured here: nuclear condensation Hoechst responders;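 share of cells brighter than vehicle mean plus two SD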
MT stabilize HCS cytotoxicity % – second read-out of MT stabilize HCS, no call of its own (marks repeat the call); toxicity, %; measured here: cytotoxicity by cell density;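 0% = mean cell density of plate MIN control wells and 100% = no cells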
Autophagy mod cell loss 18 h – also measured in Autophagy mod; calls as there; toxicity, %; measured here: cell loss, nuclei count;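 cell loss after 18 h compound exposure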
Active calls of the source: *; i = inactive; ? = inconclusive; . = no result given. Unless noted, no stated cut-off is given here; in the data, active means inhibition above about 50%; inactive means the rest.

1	CCOc1ccc(S(=O)(=O)Nc2ccccc2C(=O)N2CCCC2)cc1
2	CC(=O)Nc1ccc(/C(C)=N/NC(=O)c2ccc(CN3CCOCC3)cc2)cc1
3	NS(=O)(=O)c1ccc(NC(=O)COC(=O)c2cn(-c3ccccc3)nc2-c2ccc(F)cc2)cc1
4	O=C(Nn1cnc2ccccc2c1=O)c1ccc([N+](=O)[O-])cc1Cl
5	Cc1cc(/C=C2\SC(=S)NC2=O)cc(C)c1O
6	O=C(CN1CCN(c2ccccc2)CC1)N1CCc2[nH]c3ccccc3c2C1
7	CC(=NCCc1ccccc1)C1=C(O)COC1=O
8	COC(=O)c1ccc(CN2CCN(CC(C)C)C(CCO)C2)cc1 (stereo unspecified)
compound no.	1	2	3	4	5	6	7	8
Insulin prom up	1	0.04	-0.23	1.4	-0.48	-1.8	-0.63	0.4
Insulin prom up cell count	1330	1386	1389	1371	1478	1168	1032	1090
MT stabilize HCS	3.3	2.1	1.4	2.3	.	2.3	5.6	.
MT stabilize HCS Hoechst-high %	1.7	1.9	3.3	3.1	.	1.2	2.4	.
MT stabilize HCS cytotoxicity %	13	10	4.5	8.2	.	3.9	6.3	.
PMI inhibitors	2%	6%	-3%	-6%	.	6%	2%	.
WT yeast gro inh	4	-3	-4	-2	.	-3	9	.
WT yeast gro inh mutant strain	-6	-6	-20	-5	.	-6	0	.
Yfh1-depleted yeast	i	i	i	i	i	i	i	i
PMI inhibition	-5%	3%	10%	-6%	.	16%	-5%	.
Dynein transport	-0.28	-1.1	-0.67	-1.1	0.02	0.2	1.3	0.11
Dynein transport cytoplasmic EGFP	-0.4	-0.36	-0.093	-0.37	-0.28	-0.21	-0.13	-0.2
Dynein transport nuclear GR-EGFP	-0.69	-0.49	-0.36	-0.53	-0.03	0.47	0.82	0.077
Dynein transport cell count	1.4	1.4	0.4	2.7	0.17	0.26	-0.71	0.24
bCat nuc transl	-0.4	0.6	-1.8	-2.7	0.8	-2.7	-6.8	-0.7
bCat nuc transl cell count 5 µM	1547	1056	535	1049	911	962	1219	1326
Autophagy mod	i	i	i	i	.	i	i	.
Autophagy mod cell loss 18 h	1	3	-9	-6	.	-25	-7	.

9	CCN1CCN(C(c2cccs2)C(C)NS(=O)(=O)c2ccc(Br)cc2)CC1 (stereo unspecified)
10	CC1CCN(C(=O)CSc2nnc(Cc3cccn3C)n2-c2ccc(F)cc2)CC1
11	COc1ccc(-n2c(SCC(=O)NCCC(C)C)nc3ccsc3c2=O)cc1
12	O=C(CCl)N=c1sccn1Cc1ccc(Cl)cc1Cl
13	CN(C)C(=O)c1cc([N+](=O)[O-])cc([N+](=O)[O-])c1N(C)C
14	O=C(Nc1cccc(C(=O)N2CCOCC2)c1)c1cncc(Br)c1
15	O=C(NC1CCCCCC1)c1cc(=O)[nH]c2ccc(S(=O)(=O)N3CCOCC3)cc12
16	COc1ccc(N2CCN(C(=O)CSc3ccc(C)cc3)CC2)cc1
compound no.	9	10	11	12	13	14	15	16
Insulin prom up	-2.2	-1.6	-0.45	0.05	1.1	-0.46	-0.1	0.41
Insulin prom up cell count	1151	1069	1328	952	1329	1350	1228	1410
MT stabilize HCS	2.7	1.7	1.9	3.9	2.8	3.5	7.0	3.3
MT stabilize HCS Hoechst-high %	1.7	3.0	1.6	3.3	1.8	1.4	2.9	2.3
MT stabilize HCS cytotoxicity %	13	11	4.7	8.1	7.1	5.0	10	6.4
PMI inhibitors	-2%	18%	5%	-17%	7%	19%	4%	-2%
WT yeast gro inh	-7	10	1	-13	4	12	-19	-5
WT yeast gro inh mutant strain	-9	-1	13	8	14	-12	8	-4
Yfh1-depleted yeast	.	i	i	i	i	i	i	i
PMI inhibition	-4%	9%	0%	-8%	6%	10%	4%	-5%
Dynein transport	-0.54	-1.2	-0.43	-0.44	0.094	-0.57	-0.32	-0.85
Dynein transport cytoplasmic EGFP	-0.33	-0.2	-0.23	0.067	-0.18	-0.22	-0.18	-0.18
Dynein transport nuclear GR-EGFP	-0.14	-0.41	-0.1	-0.14	0.36	-0.24	0.18	-0.47
Dynein transport cell count	0.35	0.8	0.51	-1.1	0.15	-0.086	0.98	-0.22
bCat nuc transl	-2.5	-1.2	-3.5	3.6	-2.4	-2.6	-2.2	0.7
bCat nuc transl cell count 5 µM	854	1099	991	884	1394	1269	1067	1512
Autophagy mod	i	i	i	?	i	i	i	i
Autophagy mod cell loss 18 h	3	6	-3	.	-19	-2	0	20

Exported with values under each structure: part of the list above.
Screens in order – Insulin prom up | Insulin prom up cell count | MT stabilize HCS | MT stabilize HCS Hoechst-high % | MT stabilize HCS cytotoxicity % | PMI inhibitors | WT yeast gro inh | WT yeast gro inh mutant strain | Yfh1-depleted yeast | PMI inhibition | Dynein transport | Dynein transport cytoplasmic EGFP | Dynein transport nuclear GR-EGFP | Dynein transport cell count | bCat nuc transl | bCat nuc transl cell count 5 µM | Autophagy mod | Autophagy mod cell loss 18 h
15) O=C(NC1CCCCCC1)c1cc(=O)[nH]c2ccc(S(=O)(=O)N3CCOCC3)cc12
 : -0.1 | 1228 | 7.0 | 2.9 | 10 | 4% | -19 | 8 | i | 4% | -0.32 | -0.18 | 0.18 | 0.98 | -2.2 | 1067 | i | 0
16) COc1ccc(N2CCN(C(=O)CSc3ccc(C)cc3)CC2)cc1
 : 0.41 | 1410 | 3.3 | 2.3 | 6.4 | -2% | -5 | -4 | i | -5% | -0.85 | -0.18 | -0.47 | -0.22 | 0.7 | 1512 | i | 20
14) O=C(Nc1cccc(C(=O)N2CCOCC2)c1)c1cncc(Br)c1
 : -0.46 | 1350 | 3.5 | 1.4 | 5.0 | 19% | 12 | -12 | i | 10% | -0.57 | -0.22 | -0.24 | -0.086 | -2.6 | 1269 | i | -2

Other structures follow:
17	CC(=O)Nc1ccc(OCCOc2ccc([N+](=O)[O-])cc2)cc1
18	Cc1ccc2c(c1)nnn2C1CCN(CC(=O)NNC(=O)c2ccco2)CC1
19	S=c1nc(C2CC2)n(-c2ccccc2)[nH]1
20	O=C(CSc1ncnc2c1oc1ccccc12)Nc1nccs1
21	O=C(Nc1ccc(S(=O)(=O)Nc2ccc(Cl)cc2)cc1)C1CCCO1 (stereo unspecified)
22	COc1ccccc1CC(=O)Nc1ccc(-c2noc(COc3cccc(C)c3C)n2)cc1
23	O=C(c1ccc(F)cc1)N1C2CCC1CC(O)(c1ccccc1F)C2 (stereo unspecified)
24	Cc1nc2cc(NC(=O)NCc3ccccc3)ccc2o1
compound no.	17	18	19	20	21	22	23	24
Insulin prom up	0.06	.	-0.13	-0.02	-0.76	-0.56	.	-0.22
Insulin prom up cell count	1072	.	995	1393	1058	790	.	1565
MT stabilize HCS	.	5.7	.	2.6	1.5	7.2	4.0	2.5
MT stabilize HCS Hoechst-high %	.	1.0	.	1.7	1.5	2.7	1.9	2.2
MT stabilize HCS cytotoxicity %	.	10	.	8.2	1.3	8.6	2.2	3.7
PMI inhibitors	.	9%	.	-6%	6%	7%	5%	-1%
WT yeast gro inh	.	-8	.	1	0	5	6	-3
WT yeast gro inh mutant strain	.	-8	.	-2	-1	5	5	0
Yfh1-depleted yeast	i	i	i	.	i	i	i	.
PMI inhibition	.	10%	.	-1%	3%	6%	8%	-4%
Dynein transport	0.11	-0.54	0.7	0.25	-0.54	-0.82	-0.29	-0.3
Dynein transport cytoplasmic EGFP	-0.29	-0.24	-0.73	-0.18	-0.16	-0.21	-0.11	-0.24
Dynein transport nuclear GR-EGFP	-0.36	-0.12	0.19	0.5	-0.3	-0.34	-0.064	-0.88
Dynein transport cell count	1.3	0.23	-0.96	-0.087	-0.83	0.71	-0.61	1.3
bCat nuc transl	0.1	-2.3	-0.7	-0.7	.	.	-1.4	2.4
bCat nuc transl cell count 5 µM	1326	1013	1387	1022	.	.	1186	1394
Autophagy mod	.	i	.	i	i	i	i	i
Autophagy mod cell loss 18 h	.	20	.	-8	5	7	-7	-2

25	COCCOC(=O)c1c(C)oc2ccc(NS(=O)(=O)c3ccc(C(=O)O)cc3)cc12
26	O=C(OCCCN=C1NS(=O)(=O)c2ccccc21)c1ccc([N+](=O)[O-])cc1
27	CCC(=O)N1CCN(c2ccc(NC(=O)c3cc4ccccc4o3)cc2Cl)CC1
28	COc1cc(SC)ccc1C(=O)Nc1ccc(C)cc1C
29	CCc1nn2c(=O)cc(COc3ccc(/C=C4\C(=N)N5N=C(C)SC5=NC4=O)cc3)nc2s1
30	CCOc1ccc(NC(=O)CCn2c(=O)[nH]c3ccsc3c2=O)cc1
compound no.	25	26	27	28	29	30
Insulin prom up	-0.03	-0.08	-0.44	-0.33	.	-0.08
Insulin prom up cell count	1168	1476	1708	1345	.	865
MT stabilize HCS	.	3.7	0.7	6.1	1.3	2.7
MT stabilize HCS Hoechst-high %	.	2.9	0.7	2.7	1.7	1.6
MT stabilize HCS cytotoxicity %	.	6.2	10	5.7	2.2	7.3
PMI inhibitors	-5%	10%	16%	8%	-4%	1%
WT yeast gro inh	15	-14	-17	-1	7	-19
WT yeast gro inh mutant strain	5	-6	-6	9	-4	17
Yfh1-depleted yeast	i	i	.	i	i	i
PMI inhibition	10%	4%	13%	12%	0%	3%
Dynein transport	.	-0.7	-0.23	0.42	-1.2	-0.0023
Dynein transport cytoplasmic EGFP	.	-0.27	-0.26	-0.24	-0.28	-0.077
Dynein transport nuclear GR-EGFP	.	0.06	-0.18	0.38	-0.54	0.2
Dynein transport cell count	.	-0.21	0.61	0.48	1.1	0.54
bCat nuc transl	1.0	0.5	-1.2	1.4	1.7	.
bCat nuc transl cell count 5 µM	1132	957	1092	348	571	.
Autophagy mod	.	i	i	i	i	i
Autophagy mod cell loss 18 h	.	-12	13	-5	-41	21

Assay outcomes: PubChem, several laboratories
